BRCA1 expr act – activators of BRCA1 expression | MCF7-BRCA1-FFLuc reporter, luminescence, 48 h; response scale: scaled: vehicle 0%, 10 µM genistein 100% | Potency, µM (highest dose often 46.1 µM), for inactives: top-dose activation, usual class: activators | actives 1.1% (n = 380,000) | AID 624202; note: nearly all actives have a fitted effect of over 80% in size; some results filed as inactive show a strong effect at the top dose
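Compounds are tested at multiple concentrations on MCF7 BRCA1-luciferase reporter cells seeded at 2000 per well; after 48 h, a single luminescence end-point is taken and curves fitted to the normalized data.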
ELG1 genotoxic – induces genotoxicity in HEK293T cells with luciferase-tagged ELG1; HEK293T ELG1-luciferase reporter, luminescence, 16 h; Potency, µM (titrated, usually from 46 µM), for the others: at the highest dose activity change, positive = activation, hits mostly activators; actives 1.3% (n = 330,000); AID 504466; note: % of control where 0% means no effect; nearly all actives have a fitted effect of over 60% in size
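Cells (2,000/well) expressing the ELG1-luciferase fusion are dosed by pin tool and kept 16 hr at 37 °C, 5% CO2. Signal comes from ONE-Glo luciferase reagent after 30 min at room temperature.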
Rab9 prom act – activators of Rab9 promoter. Huh7 Rab9 promoter-luciferase reporter, luminescence, 24 h. Potency, µM (titrated, usually from 9.22 µM), for the others: at the top dose activation, negative = inhibition, hits mostly activators. actives 2.8% (n = 320,000); note: % of control where 0% means no effect; nearly all actives have a fitted effect of over 60% in size
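Huh7 reporter line, Rab9 promoter upstream of luciferase. Compound exposure 24 h at 37 °C in reduced-serum medium with 10% FBS. Read-out: luminescence.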
MBNL1-CUG inh – blocks human MBNL1 binding to CUG repeat RNA. TR-FRET MBNL1-His/biotin-(CUG)12 binding, 665/545 ratio. actives 0.036% (n = 280,000). Potency, µM (top dose mostly 57.5 µM), for inactives: top-dose activity change, negative = inhibition, most hits filed as inhibitors; active = well fitted inhibition curve with a large enough effect in the signal ratio, with a control signal flat, not every such curve was filed as active; inconclusive = small, poorly fitted or top-dose-only effect, or effect the other way, or a change in a side signal; inactive = no such curve, though single readings can be large or run the other way; the % refers to the signal ratio; note: % is set by controls: 0 for no effect and ±100 for the full control effect
Target sequence (Q9NR56 whole entry, looked up): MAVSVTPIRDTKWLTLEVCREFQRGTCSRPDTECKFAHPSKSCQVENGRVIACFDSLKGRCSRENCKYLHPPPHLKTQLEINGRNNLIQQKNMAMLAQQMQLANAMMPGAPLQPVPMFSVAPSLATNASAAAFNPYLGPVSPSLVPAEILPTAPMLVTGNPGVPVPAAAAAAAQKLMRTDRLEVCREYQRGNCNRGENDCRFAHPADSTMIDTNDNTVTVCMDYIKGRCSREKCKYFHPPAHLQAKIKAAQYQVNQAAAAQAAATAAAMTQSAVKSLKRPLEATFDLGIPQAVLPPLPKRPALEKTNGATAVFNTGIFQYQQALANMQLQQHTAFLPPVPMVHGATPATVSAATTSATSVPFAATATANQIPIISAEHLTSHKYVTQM
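MBNL1-His + Biotin-(CUG)12, cpd titration 92 nM–58 uM; Tb anti-His Ab 0.055 ng/ul, SA-XL665 5 nM (final); 60 min RT; ratiometric 665/545 nm, Ex 340 nm; normalized to buffer and full-complex controls.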
NPC1 prom act – activators of NPC1 promoter; Huh7 NPC1 promoter luciferase reporter, 24 h; Potency, µM (highest dose often 9.22 µM), without a hit: at the highest dose activation, most hits filed as activators; actives 2.4% (n = 320,000); AID 485313;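 note: % of control where 0% means no effect; nearly all actives have a fitted effect of over 60% in size; reporter is driven by a mutant NPC1 promoter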
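Quantitative HTS used a cell-based reporter: Huh7 cells stably bearing the NPC1 promoter upstream of luciferase were treated with compounds for 24 h, and promoter activation was read as luminescence.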
RORg inh – blocks mouse ROR gamma transcriptional activity; P51450; Drosophila S2 Gal4-RORgamma UAS-luciferase reporter, 20 h; Potency, µM (doses to about 53.6 µM), for the others: at the top dose activity change, negative = inhibition, actives largely listed as inhibitors; actives 5.4% (n = 310,000); AID 2551; note: % is set by controls: 0 for no effect and ±100 for the full control effect; nearly all actives have a fitted effect of over 60% in size
Target sequence (P51450 whole entry, looked up, the tested form may be a part): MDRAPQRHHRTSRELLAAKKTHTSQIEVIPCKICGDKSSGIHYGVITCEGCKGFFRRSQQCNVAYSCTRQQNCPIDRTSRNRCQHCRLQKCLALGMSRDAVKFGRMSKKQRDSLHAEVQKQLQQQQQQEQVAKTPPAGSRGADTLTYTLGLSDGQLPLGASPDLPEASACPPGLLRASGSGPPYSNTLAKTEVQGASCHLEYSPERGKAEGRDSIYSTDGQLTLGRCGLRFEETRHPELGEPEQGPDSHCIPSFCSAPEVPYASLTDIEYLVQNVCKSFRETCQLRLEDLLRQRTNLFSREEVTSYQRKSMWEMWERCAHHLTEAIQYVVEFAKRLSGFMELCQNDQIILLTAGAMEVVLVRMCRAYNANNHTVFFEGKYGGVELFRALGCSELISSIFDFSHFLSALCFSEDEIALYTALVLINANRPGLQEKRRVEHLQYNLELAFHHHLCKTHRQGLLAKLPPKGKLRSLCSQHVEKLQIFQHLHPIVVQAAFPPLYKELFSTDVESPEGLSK
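Schneider cells (Drosophila), stable Gal4 DBD–ROR gamma + UAS-luc; 1 hr cmpd preincubation; Cu2+ induction 700 uM final; 20 hr ambient; luminescence.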
p53 reactivator – mutant p53 re-activation in reporter cells. H1299 p53-A138V BP100-luciferase reporter, luminescence, 24 h. Potency, µM (highest dose often 92.2 µM), without a hit: at the highest dose activity change, positive = activation, actives largely listed as activators. actives 0.063% (n = 320,000); note: % of control where 0% means no effect; nearly all actives have a fitted effect of over 45% in size
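H1299 (p53-null), stable ts p53-A138V + BP100-Luc; 1000 cells/well, Opti-MEM/10% FBS; cpd 4 pt, 1:5; 24 h, 37 deg C, 5% CO2; detection reagent 10 min RT; luminescence.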
VP16 counter – inhibits Gal4-VP16 luciferase reporter, ROR gamma counter-screen; Drosophila S2 Gal4-VP16 UAS-luciferase, luminescence, 20 h; Potency, µM (highest dose often 53.6 µM), inactives show top-dose activity, negative = inhibition, usual class: inhibitors; actives 3.5% (n = 310,000);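 note: Gal4-VP16 expression switched on by copper sulfate through the metallothionein promoter; % is set by controls: 0 for no effect and ±100 for the full control effect; nearly all actives have a fitted effect of over 50% in size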
FLuc modulator – firefly luciferase modulation, counter-screen for miR-21 project; P08659; purified FLuc, Km substrates, luminescence inhibition; Potency, µM (series often up to 57.5 µM), for inactives: at the top dose activity change, negative = inhibition, most hits filed as inhibitors; actives 6.9% (n = 360,000);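 note: plate controls were vehicle for no effect and reference inhibitor for full effect; nearly all actives have a fitted effect of over 55% in size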
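Biochemical qHTS of compounds, final roughly 60 µM downward over six points, against 10 nM purified firefly luciferase using Km concentrations of substrates (10 uM D-luciferin, 10 uM ATP) in Tris acetate pH 7.5 buffer; luminescence output.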
uPA surface inh – cell surface uPA generation inhibition; cell surface uPA generation assay, qHTS; Potency, µM (doses to about 38.3 µM), inactives show top-dose activity change, negative = inhibition, hits mostly inhibitors; actives 0.31% (n = 330,000); AID 540303; active = well fitted inhibition curve with a large enough effect; inconclusive = small, poorly fitted or top-dose-only effect; inactive = no such curve, though single readings can be large or run the other way; tested in mouse RAW 264.7 cells; note: % is set by controls: 0 for no effect and ±100 for the full control effect; nearly all actives have a fitted effect of over 55% in size
Numbers without * were called inactive; [ ] = another dose, or the depositor's remark. Unless noted, calls come from the whole dose curve; as a rule, active = well fitted curve in the direction sought with a large enough effect; inconclusive = small, poorly fitted or top-dose-only effect, or another doubt; inactive = no such curve, though single readings can be large; an effect the other way counts as inactive or inconclusive. Potency is the fitted concentration of half-maximal effect.

Screening Cc1ccc(C(=O)NC(=S)Nc2cccc(NC(=O)c3ccccc3)c2)cc1[N+](=O)[O-] returned BRCA1 expr act -27%, ELG1 genotoxic -3%, Rab9 prom act -5%, NPC1 prom act -6%, RORg inh 2.5µM*, p53 reactivator -3%, VP16 counter 3.5µM*, FLuc modulator -7% and uPA surface inh 3%.
For O=C(NC1CCC(NC(=O)C(F)(F)C(F)F)CC1)C(F)(F)C(F)F (stereo not given) the results were BRCA1 expr act 6%, ELG1 genotoxic -6%, Rab9 prom act 4%, MBNL1-CUG inh -8%, NPC1 prom act 1%, RORg inh -1%, p53 reactivator 0%, VP16 counter -5% and FLuc modulator 0%.
For COC(=O)c1ccc(OCCOCCOc2cccc3ccc(C)nc23)cc1 the results were BRCA1 expr act 34%, ELG1 genotoxic -6%, Rab9 prom act 3%, MBNL1-CUG inh 10%, NPC1 prom act 1%, RORg inh -20%, p53 reactivator -7%, VP16 counter -14%, FLuc modulator 0% and uPA surface inh 4%.
Cc1ccnc(NS(=O)(=O)c2ccc(NC(=O)C34CC5CC(C)(CC(C)(C5)C3)C4)cc2)n1 was read as BRCA1 expr act 1%, ELG1 genotoxic -1%, Rab9 prom act 1%, MBNL1-CUG inh -2%, NPC1 prom act -2%, RORg inh 40%, p53 reactivator -4%, VP16 counter 4%, FLuc modulator 1% and uPA surface inh 4%.
Screening CN(c1ccc(C(=O)NCCSCc2ccc(Cl)cc2)cc1)S(=O)(=O)c1ccccc1 returned BRCA1 expr act -27%, ELG1 genotoxic -3%, Rab9 prom act 0%, NPC1 prom act 1%, RORg inh -7%[10 µM], p53 reactivator 0%, VP16 counter -1%, FLuc modulator -1% and uPA surface inh -3%.
Screening CCOC(=O)c1nnn(CC(=O)Nc2cc(F)ccc2F)c1C(=O)OCC returned BRCA1 expr act 7%, ELG1 genotoxic -4%, Rab9 prom act 6%, MBNL1-CUG inh -5%, NPC1 prom act 0%, RORg inh -10%, p53 reactivator 0%, VP16 counter -18%, FLuc modulator -2% and uPA surface inh 2%.
`Cc1noc(NS(=O)(=O)c2ccc(NC(=O)C(F)(F)F)cc2)c1C` gave BRCA1 expr act 0%, ELG1 genotoxic -5%, Rab9 prom act 0%, MBNL1-CUG inh 18%, NPC1 prom act 0%, RORg inh -18%, p53 reactivator 13%, VP16 counter 0%, FLuc modulator -1% and uPA surface inh 14%.
For CCOC(=O)CC(NS(=O)(=O)c1ccc2[nH]c(=O)sc2c1)c1ccc(C)cc1 (stereo not given) the results were BRCA1 expr act -6%, ELG1 genotoxic -5%, Rab9 prom act 0%, MBNL1-CUG inh -2%, NPC1 prom act 1%, RORg inh 9%, p53 reactivator 1%, VP16 counter -13%, FLuc modulator 0% and uPA surface inh -2%.
Cc1ccccc1NC(=O)CSc1nnnn1C was read as BRCA1 expr act 30%, ELG1 genotoxic 1%, Rab9 prom act -2%, MBNL1-CUG inh -2%, NPC1 prom act 1%, RORg inh -13%, p53 reactivator -16%, VP16 counter -7%, FLuc modulator 4% and uPA surface inh 1%.
Screening COc1ccc(C2N(C(=O)c3ccccc3)CCN2C(=O)c2ccccc2)cc1 returned BRCA1 expr act 0%, ELG1 genotoxic -2%, Rab9 prom act -2%, MBNL1-CUG inh 0%, NPC1 prom act 0%, RORg inh -5%, p53 reactivator -9%, VP16 counter -1%, FLuc modulator -2% and uPA surface inh 0%.
For O=C(NCc1ccco1)c1ccc(NS(=O)(=O)c2cccc(F)c2)cc1 the results were BRCA1 expr act -3%, ELG1 genotoxic -3%, Rab9 prom act 0%, MBNL1-CUG inh -4%, NPC1 prom act 1%, RORg inh -10%, p53 reactivator -17%, VP16 counter -7%, FLuc modulator 1% and uPA surface inh 2%.
`CC1CCCCN1C(=O)NC12CC3CC(CC(C3)C1)C2` (stereo not given) gave BRCA1 expr act -6%, ELG1 genotoxic 0%, Rab9 prom act -2%, MBNL1-CUG inh -1%, NPC1 prom act -1%, RORg inh -4%, p53 reactivator 9%, VP16 counter 2% and FLuc modulator -1%.
For COc1cccc(OC)c1C(=O)NC(C)c1ccccc1 (stereo not given) the results were BRCA1 expr act -14%, ELG1 genotoxic 0%, Rab9 prom act -4%, MBNL1-CUG inh -11%, NPC1 prom act -3%, RORg inh -26%, p53 reactivator 3%, VP16 counter 0%, FLuc modulator 1% and uPA surface inh 3%.
For COc1ccc(C(=O)NC(=S)Nc2ccccc2N2CCOCC2)cc1[N+](=O)[O-] the results were BRCA1 expr act -51%, ELG1 genotoxic -8%, Rab9 prom act -3%, NPC1 prom act 1%, RORg inh 6.3µM*, p53 reactivator -2%, VP16 counter 10µM*, FLuc modulator 2% and uPA surface inh -8%.
O=C(Cn1cc2c(n1)CCCCC2)Nc1ccccc1Cl was read as BRCA1 expr act 0%, ELG1 genotoxic 1%, Rab9 prom act -1%, MBNL1-CUG inh -5%, NPC1 prom act -6%, RORg inh -1%, p53 reactivator 3%, VP16 counter -7%, FLuc modulator inconclusive and uPA surface inh -2%.
Screening Cn1c(=O)c([N+](=O)[O-])c(-n2ccnc2)c2ccccc21 returned BRCA1 expr act -87%, ELG1 genotoxic -9%, Rab9 prom act -20%, NPC1 prom act -5%, RORg inh inconclusive, p53 reactivator -12%, VP16 counter 7.9µM* and FLuc modulator inconclusive.
`Cc1[nH]c2ccccc2c1/C=N/Nc1ccc([N+](=O)[O-])cc1` gave BRCA1 expr act -38%, ELG1 genotoxic -1%, Rab9 prom act 0%, MBNL1-CUG inh inconclusive, NPC1 prom act 0%, RORg inh -24%, p53 reactivator -15%, VP16 counter -12%, FLuc modulator inconclusive and uPA surface inh -16%.
Screening CC(C)(C)NC(=O)C(c1ccncc1)N(Cc1ccco1)C(=O)c1ccc(-c2ccccc2)[nH]1 (stereo not given) returned BRCA1 expr act -12%, ELG1 genotoxic 15%, Rab9 prom act 16%, MBNL1-CUG inh 10%, NPC1 prom act 6%, RORg inh 7.1µM*, p53 reactivator -6%, VP16 counter 18µM*, FLuc modulator inconclusive and uPA surface inh inconclusive.
CC1=NN(C(=O)c2c(Br)cnn2C)C(O)(C(F)(F)F)C1 (stereo not given) was read as BRCA1 expr act -6%, ELG1 genotoxic -2%, Rab9 prom act 5%, MBNL1-CUG inh -11%, NPC1 prom act 1%, RORg inh 5.6µM*, p53 reactivator -1%, VP16 counter 7.9µM*, FLuc modulator -6% and uPA surface inh 7%.
Screening COc1ccc(CNc2nc3c(c(=O)n(Cc4ccc(F)cc4)c(=O)n3C)n2C)cc1 returned BRCA1 expr act -73%, ELG1 genotoxic -17%, Rab9 prom act -7%, MBNL1-CUG inh -9%, NPC1 prom act -4%, RORg inh -34%, p53 reactivator -6%, VP16 counter -3%, FLuc modulator 10% and uPA surface inh -1%.
O=[N+]([O-])c1cccc(S(=O)(=O)N/N=C/c2ccc(O)cc2)c1 was read as BRCA1 expr act -19%, ELG1 genotoxic 3%, Rab9 prom act -10%, MBNL1-CUG inh inconclusive, NPC1 prom act -3%, RORg inh 12%, p53 reactivator -2%, VP16 counter -12%[10 µM], FLuc modulator -10% and uPA surface inh 2%.
For CC(C)(C)C(=O)Nc1ccc(N2CCN(c3ccc(C(F)(F)F)cn3)CC2)nc1 the results were BRCA1 expr act -7%, ELG1 genotoxic 2%, Rab9 prom act -17%, MBNL1-CUG inh -16%, NPC1 prom act 0%, RORg inh inconclusive, p53 reactivator 0%, VP16 counter -8%, FLuc modulator 0% and uPA surface inh 2%.
`CC(c1ccccc1)N1CC(C(=O)Nc2nccs2)CC1=O` (stereo not given) gave BRCA1 expr act -17%, ELG1 genotoxic -4%, Rab9 prom act 0%, MBNL1-CUG inh 3%, NPC1 prom act 1%, RORg inh 3%, p53 reactivator 0%, VP16 counter 4%, FLuc modulator 1% and uPA surface inh 1%.

Arranged by heavy-atom count (rising): part of the list above
Screening Cn1c(=O)c([N+](=O)[O-])c(-n2ccnc2)c2ccccc21 returned BRCA1 expr act -87%, ELG1 genotoxic -9%, Rab9 prom act -20%, NPC1 prom act -5%, RORg inh inconclusive, p53 reactivator -12%, VP16 counter 7.9µM* and FLuc modulator inconclusive.
`CC(c1ccccc1)N1CC(C(=O)Nc2nccs2)CC1=O` (stereo not given) gave BRCA1 expr act -17%, ELG1 genotoxic -4%, Rab9 prom act 0%, MBNL1-CUG inh 3%, NPC1 prom act 1%, RORg inh 3%, p53 reactivator 0%, VP16 counter 4%, FLuc modulator 1% and uPA surface inh 1%.
Screening COc1ccc(CNc2nc3c(c(=O)n(Cc4ccc(F)cc4)c(=O)n3C)n2C)cc1 returned BRCA1 expr act -73%, ELG1 genotoxic -17%, Rab9 prom act -7%, MBNL1-CUG inh -9%, NPC1 prom act -4%, RORg inh -34%, p53 reactivator -6%, VP16 counter -3%, FLuc modulator 10% and uPA surface inh -1%.

Screens (PubChem)

Rows were taken by chance; about 13% have a hit in one of these screens.
